Bioassay records (PubChem)
WRN helicase inh – qHTS for Inhibitors of WRN Helicase | WRN helicase unwinding, fluorescent forked duplex, kinetic | hit rate 0.46% among 360,000 | Bifunctional 3'-5' exonuclease/ATP-dependent helicase WRN (Homo sapiens), Q14191 | Potency, µM (top dose mostly 114 µM), inactives show top-dose activity change, negative = inhibition, actives largely listed as inhibitors; note: potency is the fitted concentration of half-maximal effect; % is set by controls: 0 for no effect and ±100 for the full control effect; nearly all actives have a fitted effect of over 55% in size
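Primary qHTS, 1536-well format. 20 nM WRN + compound, 15 min RT; start with 100 nM forked fluorophore/quencher duplex, 2 mM ATP (final); kinetic read ex 525/em 598 nm.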
PI5P4K alpha inh – qHTS for Inhibitors of phosphatidylinositol 5-phosphate 4-kinase (PI5P4K); hit rate 1.2% among 330,000; PI5P4Kalpha enzyme, ADP-Glo luminescence, 60 min; active compounds read low; AID 652105, 2013; max response, %; active = max response of -50% or lower; inconclusive = between -30% and -50%; inactive = -30% or higher; note: value at the top dose of about 77 µM; % is set by controls: 0 for no effect and ±100 for the full control effect
Target sequence (P48426 whole entry, looked up): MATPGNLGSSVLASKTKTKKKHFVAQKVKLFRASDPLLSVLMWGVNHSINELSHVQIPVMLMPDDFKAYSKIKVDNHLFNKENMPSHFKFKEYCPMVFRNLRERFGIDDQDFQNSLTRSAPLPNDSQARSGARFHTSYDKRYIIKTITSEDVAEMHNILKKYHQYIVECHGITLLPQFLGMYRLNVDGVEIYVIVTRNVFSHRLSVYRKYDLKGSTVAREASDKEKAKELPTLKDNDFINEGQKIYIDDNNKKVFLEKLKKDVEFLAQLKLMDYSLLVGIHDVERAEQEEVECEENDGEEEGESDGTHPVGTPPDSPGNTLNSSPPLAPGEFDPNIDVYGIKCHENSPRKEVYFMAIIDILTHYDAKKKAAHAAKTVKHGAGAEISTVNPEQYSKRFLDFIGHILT
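Controls without substrate or without enzyme flank wells where PI5P4Kalpha converts substrate using 5 microM ATP (final). Incubation lasts 60 minutes at room temperature; ADP formed is read by ADP-Glo luminescence.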
GLP1R cytotox – qHTS of GLP-1 Receptor Inverse Agonists: Cytotox Screen. AID 624418, 2012. hit rate 0.13% among 410,000. Potency, µM (doses to about 38.3 µM), for inactives: top-dose activity change, negative = inhibition, usual class: inhibitors. HEK293 cAMP-luciferase reporter cells, luminescence, 24 h;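 note: loss of luciferase light is scored as toxicity; potency is the fitted concentration of half-maximal effect; % is set by controls: 0 for no effect and ±100 for the full control effect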
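Seeding density was 200 cells/uL; after overnight-length (12 h) culture, 23 nL compounds went on for 24 h at 37 °C. Readout used a luciferase detection reagent, luminescence taken after 12 min at room temperature.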
D3 ag – qHTS of D3 Dopamine Receptor Agonist: qHTS | D(3) dopamine receptor (Homo sapiens), P35462 | D3R DiscoveRx beta-arrestin cells, luminescence, 90 min | max activation, % | hit rate 0.58% among 410,000 | AID 652048, 2013; in the data active = max activation above about 30%; note: 0% is about no effect; mostly tested at two doses, the higher about 12 µM
Target sequence (P35462 whole entry, looked up): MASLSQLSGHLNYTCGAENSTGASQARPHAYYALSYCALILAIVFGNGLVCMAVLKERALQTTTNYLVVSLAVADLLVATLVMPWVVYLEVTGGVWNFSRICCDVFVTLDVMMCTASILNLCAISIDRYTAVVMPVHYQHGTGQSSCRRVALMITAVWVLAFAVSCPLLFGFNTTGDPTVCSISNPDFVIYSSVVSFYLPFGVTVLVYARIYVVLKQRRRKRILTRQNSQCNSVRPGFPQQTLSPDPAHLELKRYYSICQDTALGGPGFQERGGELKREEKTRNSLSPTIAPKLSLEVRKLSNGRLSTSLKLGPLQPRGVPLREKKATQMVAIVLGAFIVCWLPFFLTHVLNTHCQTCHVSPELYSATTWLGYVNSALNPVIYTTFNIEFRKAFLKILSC
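Agonist-mode cell screen: cells plated at 1500/well and incubated overnight at 37 °C, then exposed to library compounds for 90 min at 37 °C. Detection reagent was added for 30–60 min at room temperature, and luminescence was read.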
IL-2 act – qHTS of IL-2 Activators; AID 652025, 2013; IL-2 activation reporter assay, cell-based qHTS; stimulated with anti-CD3/CD4/CD28 beads; in transgenic mouse T cells; hit rate 0.065% among 360,000; activation, % (series mostly up to about 46 µM); in the data active = activation above about 50%; inconclusive = mostly about 30% to 49%; note: 0% is about no effect
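Unstimulated transgenic mouse T cells preincubated 60 min with compound, then stimulated with anti-CD3/anti-CD4-coated beads plus anti-CD28 for 18 h at 37 degrees C. IL-2 response read as EGFP and DsRed fluorescence by plate cytometry.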
DRD3 antagonist – qHTS of D3 Dopamine Receptor Antagonist: qHTS. D(3) dopamine receptor (Homo sapiens), P35462. D3R cells, DiscoveRx beta-arrestin luminescence, antagonist mode; active compounds read low. max response, negative = inhibition, %. hit rate 2.5% among 360,000. AID 652054, 2013; in the data active = max response below about -50%; inconclusive = no clear call, values can overlap the other calls; note: % is set by controls: 0 for no effect and ±100 for the full control effect; mostly tested at two doses, the higher about 12 µM
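Cells plated overnight at 1500 cells/well, then exposed to library compounds with dopamine controls for 90 minutes at 37 degrees C. DiscoveRx reagent added for 30–60 minutes at room temperature; luminescence read, quantitative HTS format.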
GLP1R inv ag – qHTS of GLP-1 Receptor Inverse Agonists (Inhibition Mode) | Glucagon-like peptide 1 receptor (Homo sapiens), P43220 | HEK293 GLP-1R CRE-luciferase, luminescence, 24 h; GLP-1R form is constitutively active | Potency, µM (titrated, usually from 38.3 µM), for inactives: at the highest dose activity change, negative = inhibition, actives largely listed as inhibitors | hit rate 1.6% among 410,000 | AID 624417, 2012; note: potency is the fitted concentration of half-maximal effect; % is set by controls: 0 for no effect and ±100 for the full control effect; nearly all actives have a fitted effect of over 55% in size
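HEK293 cells stably co-expressing constitutively active GLP-1R and a cAMP-responsive luciferase reporter were seeded in DMEM with 10% Nu serum, given compounds after 12 h, and incubated 24 h at 37 deg C. Luminescence was then read.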
GLP-1R agonist – qHTS of GLP-1 Receptor Agonists | Glucagon-like peptide 1 receptor (Homo sapiens), P43220 | HEK293 GLP-1R CRE-luciferase, luminescence, 4-6 h; cells express a hypersensitive GLP-1R form | Potency, µM (highest dose often 45.6 µM), inactives show at the highest dose activation, actives largely listed as activators | hit rate 0.007% among 380,000 | AID 624172, 2012; note: potency is the fitted concentration of half-maximal effect; % of control where 0% means no effect
PLK1 PBD inh – qHTS for Inhibitors of PLK1-PDB (polo-like kinase 1 - polo-box domain): Primary Screen. Serine/threonine-protein kinase PLK1 (Homo sapiens), P53350. Plk1 PBD binding of FITC phosphopeptide, fluorescence polarization. AID 720504, 2013. hit rate 2.8% among 360,000. Potency, µM, for the others: max response, negative = inhibition, most hits filed as inhibitors; note: potency is the fitted concentration of half-maximal effect; series mostly up to about 57 µM; % is set by controls: 0 for no effect and ±100 for the full control effect; nearly all actives have a fitted effect of over 65% in size
Active calls of the source: *; ? = inconclusive; . = no result given; & = joins results of further samples; [ ] = dose if it differs, or a comment. Unless noted, calls come from the whole dose curve; as a rule, active = well fitted curve in the direction sought with a large enough effect; inconclusive = small, poorly fitted or top-dose-only effect, or another doubt; inactive = no such curve, though single readings can be large; an effect the other way counts as inactive or inconclusive. No enrichment for hits; about 7.8% have a hit in one of these screens.

SMILES | WRN helicase inh | PI5P4K alpha inh | GLP1R cytotox | D3 ag | IL-2 act | DRD3 antagonist | GLP1R inv ag | GLP-1R agonist | PLK1 PBD inh
Cc1cc(N(CCO)CCO)nc(-n2nc(C)cc2C)n1 | 0% | 1 | -8% | 2 | -0.3 | -4 | 3% | -10% | -11%
Nc1ccc(-c2nc3ccccc3o2)cc1 | 4% | -2 | -3% | -7 | 1.7 | -3 | 12% | 4% | 7%
OCC[C@@H]1C[C@H](O)[C@@H](O)[C@]2(Cc3ccccc3CO2)O1 | 6% | -3 | -5% | 9 | -1.3 | 17 | 12% | -2% | -9%
CCN(CC)C(=O)CN(c1cc2c(cc1OC)oc1ccccc12)S(=O)(=O)c1ccccc1 | -1% | 11 | -15% | -15 | -0.4 | 0 | ? | 0% | -3%
Cc1cccc(C)c1NC(=O)CNC(=O)c1ccccc1 | -2%[57.1 µM] | 4 | 2% | 0 | -0.7 | 5 | -12% | 0% | 1%
COC(=O)[C@@]12C[C@@H](CC(=O)N3CCSCC3)C(=O)N(CCc3ccc(OC)c(OC)c3)C1=CCC(C)(C)C2 | 0% | 6 | 0% | -3 | -0.2 | 8 | -13% | . | -5%
COC(=O)c1c(C)[nH]c(C(=O)OCC(=O)N(CC(C)C)c2c(N)n(Cc3ccccc3)c(=O)[nH]c2=O)c1C | -6% | 6 | 8% | 2 | -1.3 | -11 | 45%[activator] | 1% | -1%
COc1ccc(NC(=O)CN(C)CC(=O)Nc2cccc(C(C)=O)c2)cc1 | 3% | -4 | 4% | 3 | -3.8 | 8 | 29% | -1% | 0%
CCc1cc(=O)oc2cc(C)c(CN3CCCCC3)c(O)c12 | 25µM* | -64* | 3% | -5 | -0.4 | -4 | 29% | -3% | -30%
COc1ccc(NC(=S)Nc2ccc3snnc3c2)cc1 | -20% | -19 | 10% | 2 | 0.4 | -15 | -7% | 9% | ?
Cc1ccccc1S(=O)(=O)Cc1ccc(C(=O)NCCN(C)Cc2ccccc2)o1 | -3% | 4 | -19% | -19 | -2.1 | -30 | -26% | -1% | -19%
CC(Oc1ccccc1F)c1nnc(SCC(=O)N(c2ccccc2)C2CCS(=O)(=O)C2)o1 (stereo unspecified) | -5% | 3 | 3% | 2 | -0.6 | 12 | -21% | -8% | -3%
CC(C)(C)c1[nH]nc2c1C(c1ccoc1)C(C#N)=C(N)O2 (stereo unspecified) | -11% | -27 | -11% | 2 | -1.4 | 7 | -4% | -15% | -4%
O=C1COc2ccc(C(=O)COC(=O)c3ccc(F)cc3Cl)cc2N1 | -2% | -1 | -11% | -3 | 0.9 | -4 | -23% | 15% | 0%
CCOC(=O)C1Nc2ccccc2C2C(O)C(O)CC12 (stereo unspecified) | -6% | -19 | 7.1µM* | -34 | -2.8 | -52* | 17% | 4% | 38µM*
COc1cccc(NC(=O)c2csc3c2CCCC3)c1 | -8% | -2 | -14% | -2 | 0.3 | 6 | ? | 18% | -5%
CCCC(=O)Nc1nc2ccc(S(N)(=O)=O)cc2s1 | 6% | -7 | -28% | -1 | -5.2 | -20 | 14% | 0% | -15%
O=[N+]([O-])c1ccccc1NCCOc1ccccc1 | -8% | 0 | 20% | -17 | -2.6 | 0 | ? | 1% | -8%
Cn1c(CCNC(=O)C2CCCCC2)nc2cc([N+](=O)[O-])ccc21 | -1% | 1 | -2%[7.66 µM] | -11 | -0.3 | ? | -6%[7.66 µM] | 0% | 1%
Nn1c(Cc2cccc3ccccc23)nnc1SCc1ccc(Cl)c(Cl)c1 | 9% | 3 | -13% | -4 | -1.9 | 6 | ? | 0% | -7%
COc1cc(-c2cnc3c(NC=O)cc(-c4ccccc4Cl)cn23)cc(OC)c1OC | -25% | -12 | -24% | -7 | -0.7 | 0 | ? | ? | -5%
CCNC(=O)NNC(=O)C1CC(c2cccs2)=NO1 (stereo unspecified) | -2% | 0 | 0% | 2 | 0.3 | -4 | -1% | 0% | 5%
CCOc1cc(NC(=S)NCCc2ccccc2)c(OCC)cc1NC(C)=O | -32% | -7 | -6% | -7 | 0.7 | -6 | 5% | 8% | -18%
CC(C)Cn1c(SCC(=O)NC2CC2)nc2ccccc21 | -3% | -4 | 5% | 5 | 0.3 | -2 | -13% | 0% | -4%
O=C1CC(c2ccccc2)CC(=O)N1c1ccccc1 | 1% | 1 | 1% | 5 | 1.3 | -4 | 2% | -7% | 4%
CCc1ccc(N2C(=O)CN(Cc3ccc(OC)c(OC)c3)C2=S)cc1 | -28%[57.1 µM] | 4 | 0%[1.53 µM] | 11 | -1.0 | 1 | 14% | 5% | 2%
O=C(N/N=C/c1cc2c(cc1Br)OCO2)c1c[nH]c2ccccc12 | -24% | ? | -30% | -4 | -0.1 | 5 | ? | 1% | -1%
Cc1ccsc1/C=N/NC(=O)Cc1cccn1C | -23% | -17 | -1% | -4 | -0.4 | 12 | 1% | 29% | -5%
COc1ccc(-n2cc3c(-c4cccc(Br)c4)nnc(C)c3n2)cc1 | ? | -2 | -14% | -2 | -4.1 | -5 | ? | 30% | 11%
CCCc1cc(C(=O)Nc2ccc(C(=O)c3ccc(F)cc3)cc2)n(C)n1 | -7% | 7 | -4% | 2 | -2.8 | 17 | 8.9µM* | -3% | -1%
COCCn1cnc2c1c(=O)n(CC(=O)c1ccc3c(c1)OCCO3)c(=O)n2Cc1ccccc1 | -9% | 5 | 3% | 2 | -2.0 | 0 | -23% | 3% | 3%
O=C(CCC(=O)Nc1ccccc1Cl)N/N=C/c1c[nH]c2ccccc12 | -3% | 5 | 7% | 2 | -0.5 | 13 | -13% | 0% | 1%
CC1CCCN(C(=O)CSc2nnc(-c3ccc(S(=O)(=O)N4CCOCC4)cc3)n2C)C1 (stereo unspecified) | 0% | . | -4% | 2 | -0.2 | -8 | -6% | -7% | -7%
CC(C)Cn1c(NCCO)nc2ccccc21 | 5% | 17 | 76%[activator] | -4 | -0.2 | -17 | 13% | -2% | -15%
CN1CCN(C(=O)c2ccc(N(Cc3ccc(Cl)cc3)S(C)(=O)=O)cc2)CC1 | -7%[57.1 µM] | . | -15% | -9 | -3.2 | -17 | 1% | 1% | -1%
NS(=O)(=O)c1ccc(C(=O)O)cc1 | 2% | 1 | 2% | -34&12 | 0.7 | -18 | 2% | -3%&-2% | -17%
CC(C)(C)c1ccc(-c2noc(CCC(=O)N3CCOCC3)n2)cc1 | -23% | 1 | 6% | -1 | -3.0 | -9 | ? | 7% | -3%
C=CCN1CCOc2ccc(C)cc2S1(=O)=O | -2% | 3 | 9% | 1 | 0.1 | 17 | 14% | -1% | 1%
O=C(CCS(=O)(=O)c1ccccc1)N1CCN(c2cccc(C(F)(F)F)c2)CC1 | -1% | 2 | -15% | -5 | -4.1 | 3 | ? | 2% | -26%
Cc1ccc(C(=O)Nc2c3c(nn2C(C)(C)C)CS(=O)(=O)C3)cc1[N+](=O)[O-] | -5%[57.1 µM] | 1 | 2% | -1 | 1.0 | -10 | 19% | 10% | -12%
Cn1c(=O)c2[nH]c(CCCCCc3nc4ccccc4[nH]3)nc2n(C)c1=O | -14% | -10 | -5% | -7 | 2.3 | -16 | -17% | 4% | 2%
Cc1ncc(CN2CCCC(C(=O)Nc3ccc(-c4ccco4)cc3)C2)n1C (stereo unspecified) | -4% | -6 | -24% | 1 | -0.2 | 7 | ? | 3% | -2%
O=C(Nc1cccc(Cl)c1)c1ccc(OC(=S)N2CCOCC2)cc1 | -19% | 6 | 1%[7.66 µM] | 1 | -0.9 | 11 | -16%[7.66 µM] | 12% | -9%
CCC1=NN(C(=O)CCc2ccc3c(c2)OCO3)C(O)(C(F)(F)F)C1 (stereo unspecified) | -12%[57.1 µM] | 5 | 12% | 0 | -2.9 | 0 | 7% | 9% | -6%
Cc1ccc2oc(=O)c3cc(C(=O)Nc4cccc(C#N)c4)sc3c2c1 | . | . | 1% | 0 | . | . | 2% | -1% | .
CC1(C)CC2(CCO1)OC(=O)CC2C(=O)Nc1ccc(Br)cc1 (stereo unspecified) | -15% | -2 | -18% | 2 | 2.6 | 1 | -8% | 7% | 2%
Cc1cc(C)c2[nH]c(=O)c(C(c3nnnn3Cc3ccc4c(c3)OCO4)N3CCCC3)cc2c1 (stereo unspecified) | -1% | 1 | 9% | -9 | 0.4 | -17 | 13% | -1% | -11%
Cc1cc(OCC(=O)Nn2cnnc2)ccc1Br | -4% | . | 3% | -12 | -1.1 | -25 | 0% | -2% | -10%
CCN(CC)S(=O)(=O)c1ccc2c(c1)nc(CCC(=O)Nc1ccccc1Cc1ccccc1)n2CC | -20% | . | 4% | -9 | -3.1 | 6 | -2% | 9% | 0%
O=C(NCCCN=C1NS(=O)(=O)c2ccccc21)c1ccc(F)cc1 | -19% | 3 | 0% | -10 | 0.1 | 1 | 12% | 0% | 2%
Cc1ccc(C)c(CN2CCN(c3ncccn3)CC2)c1 | 15% | 0 | -11% | -1 | -1.6 | -6 | ? | -5% | -23%
Cn1cc(Br)c(C(=O)NN2C(=O)C3C4C=CC(C5CC45)C3C2=O)n1 (stereo unspecified) | 1% | -4 | -13% | 13 | 0.8 | 1 | 3% | 7% | -5%
COc1ccc(NC(=O)Cn2cc(C(=O)C3CC3)c3ccccc32)cc1 | -7% | -1 | -9%&-28% | 3&-18 | 0.1 | 21 | 3%&-3% | 9% | -6%
